LmPK inhibitor: qHTS Assay for Inhibitors of Leishmania Mexicana Pyruvate Kinase (LmPK) | Potency, µM (doses to about 57.5 µM), without a hit: at the top dose activity change, negative = inhibition, actives largely listed as inhibitors | 290,000 tested, 0.37% active | Q27686 | purified LmPK, Kinase-Glo ATP luminescence, 1 h | AID 1721, 2009; also: potency is read from the fitted curve at half-maximal effect
Target sequence (Q27686 whole entry, looked up): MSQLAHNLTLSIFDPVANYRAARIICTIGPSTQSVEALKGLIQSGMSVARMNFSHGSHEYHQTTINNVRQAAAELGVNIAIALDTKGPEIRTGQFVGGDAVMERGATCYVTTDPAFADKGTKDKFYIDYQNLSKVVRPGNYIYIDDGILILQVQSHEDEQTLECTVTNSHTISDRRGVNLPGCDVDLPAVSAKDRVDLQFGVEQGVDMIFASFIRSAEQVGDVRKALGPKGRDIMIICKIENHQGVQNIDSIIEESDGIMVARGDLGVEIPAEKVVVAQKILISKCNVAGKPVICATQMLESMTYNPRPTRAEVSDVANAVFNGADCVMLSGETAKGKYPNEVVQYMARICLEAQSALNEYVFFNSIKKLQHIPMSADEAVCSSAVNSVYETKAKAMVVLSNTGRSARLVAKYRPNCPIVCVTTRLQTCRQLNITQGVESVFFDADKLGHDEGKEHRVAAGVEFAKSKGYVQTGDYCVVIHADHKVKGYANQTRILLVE
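Purified LmPK (0.1 nM) with 0.5 mM PEP and 0.1 mM ADP in imidazole buffer pH 7.2 with MgCl2/KCl, 1 h at room temperature. ATP formed was read by luciferase luminescence and normalized to no-enzyme and uninhibited controls.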
AmpC detergent: qHTS Inhibitors of AmpC Beta-Lactamase (assay with detergent); P00811; 370,000 tested, 0.041% active; AmpC hydrolysis of nitrocefin, absorbance 480 nm, 0.01% Triton; Potency, µM (titrated, usually from 114 µM), inactives show top-dose activity change, negative = inhibition, actives largely listed as inhibitors;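 also: potency is read from the fitted curve at half-maximal effect; 0% = no-compound wells and -100% = no-enzyme wells; nearly all actives have a fitted effect of over 25% in size; some results filed as inactive show a strong effect at the top dose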
Target sequence (P00811 whole entry, looked up): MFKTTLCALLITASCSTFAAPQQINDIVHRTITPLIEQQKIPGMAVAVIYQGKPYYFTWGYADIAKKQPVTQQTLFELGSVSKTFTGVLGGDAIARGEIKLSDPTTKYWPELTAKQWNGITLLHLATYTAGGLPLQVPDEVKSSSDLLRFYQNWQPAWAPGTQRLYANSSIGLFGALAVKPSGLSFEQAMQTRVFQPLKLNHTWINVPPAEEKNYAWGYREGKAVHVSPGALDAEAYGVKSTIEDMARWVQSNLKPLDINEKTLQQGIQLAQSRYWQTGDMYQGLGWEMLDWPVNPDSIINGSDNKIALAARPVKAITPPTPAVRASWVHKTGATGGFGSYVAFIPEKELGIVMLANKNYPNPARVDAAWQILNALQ
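20 mM phosphate pH 7.0 + 0.01% (detergent screen) or 0.0001% Triton X-100; 5.3 nM AmpC reagent; cpd preinc 15 min RT; nitrocefin (800 uM stock) to start; A480 q20 s × 4 min; Activity was normalised to no-enzyme and no-compound control wells.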
Sm TGR block: qHTS Assay for the Inhibitors of Schistosoma Mansoni Peroxiredoxins; Schistosoma mansoni thioredoxin glutathione reductase (TGR), Q962Y6; purified TGR, DTNB reduction, TNB absorbance 405 nm; Potency, µM (doses to about 114 µM), for inactives: at the top dose activity change, negative = inhibition, hits mostly inhibitors; 360,000 tested, 3% active; AID 485364, 2010; also: potency is read from the fitted curve at half-maximal effect; nearly all actives have a fitted effect of over 60% in size
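TGR 20 nM + NADPH 100 uM (dispensed conc.), cpd preinc 15 min RT; start with NADPH (500 uM addition) then DTNB (15 mM addition). Kinetic TNB absorbance, 405 nm filter. Four-parameter Hill fit across titration.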
AMA1-RON2 inh: qHTS for Inhibitors of AMA1-RON; Towards Development of Antimalarial Drug Lead: Primary Screen. Plasmodium falciparum AMA1 (3D7) - RON2 peptide interaction. AlphaScreen AMA1-biotinylated RON2 peptide binding. Potency, µM (doses to about 58.2 µM), for the others: top-dose activity change, negative = inhibition, most hits filed as inhibitors. 360,000 tested, 0.2% active;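 also: potency is read from the fitted curve at half-maximal effect; 0% = vehicle wells and -100% = peptide control; nearly all actives have a fitted effect of over 45% in size; some results filed as inactive show a strong effect at the top dose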
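AMA1 (3D7) with his tag at 25 nM final met compounds first, then biotinylated RON2 peptide at 25 nM; detection used donor plus acceptor beads, 10 µg/mL apiece, read by AlphaScreen after 30 min at room temperature.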
HCMV inh: qHTS Assay for inhibitors of the human cytomegalovirus (HCMV) | HFF cells, HCMV-luciferase reporter, 72 h; active compounds read low | activity change, negative = inhibition, % at 57.5 µM | 410,000 tested, 4.5% active; in the data active = activity change below about -60%; inconclusive = no clear call, values can overlap the other calls; inactive = above about -39%
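Luciferase read-out from HCMV-luciferase-infected HFFs (MOI 1 PFU/cell) 72 h post infection at 37C; compounds added after 16 h cell attachment; activity normalized between buffer-only basal and Salinomycin (10uM) inhibitor controls.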
Tb PYK inh: qHTS of Trypanosoma Brucei Inhibitors. TbPYK enzyme, Kinase-Glo Plus ATP luminescence, 45 min. Potency, µM (highest dose often 76.8 µM), without a hit: at the top dose activity, negative = inhibition, hits mostly inhibitors. 410,000 tested, 0.12% active; also: potency is read from the fitted curve at half-maximal effect; nearly all actives have a fitted effect of over 50% in size
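Glycolytic pyruvate kinase of T. brucei was incubated with substrate, test compound and 130 uM ADP for 45 minutes at room temperature. Luminescent Kinase-Glo Plus signal was measured after 10 minutes.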
AmpC inh no detg: qHTS Inhibitors of AmpC Beta-Lactamase (assay without detergent) | AID 485341, 2010 | P00811 | AmpC nitrocefin hydrolysis, absorbance 480 nm, 0.0001% Triton | 330,000 tested, 0.52% active | Potency, µM (top dose mostly 57.1 µM), without a hit: at the top dose activity change, negative = inhibition, most hits filed as inhibitors;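 also: potency is read from the fitted curve at half-maximal effect; plate controls were no compound for no effect and no enzyme for full effect; nearly all actives have a fitted effect of over 20% in size; some results filed as inactive show a strong effect at the top dose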
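20 mM phosphate pH 7.0 + 0.01% (detergent screen) or 0.0001% Triton X-100; 5.3 nM AmpC reagent; cpd preinc 15 min RT; nitrocefin (800 uM stock) to start; A480 q20 s × 4 min; Activity was normalised to no-enzyme and no-compound control wells.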
Starred values were filed as active, the others as inactive; ? = inconclusive; . = not tested or not shown; [ ] = dose if it differs, or a comment. Unless noted, calls follow the shape of the dose curve; as a rule, active = well fitted curve in the direction sought with a large enough effect; inconclusive = small, poorly fitted or top-dose-only effect, or another doubt; inactive = no such curve, though single readings can be large; an effect the other way counts as inactive or inconclusive. Unless noted, % is scaled to controls: 0 for no effect and ±100 for the full control effect.

SMILES | LmPK inhibitor | AmpC detergent | Sm TGR block | AMA1-RON2 inh | HCMV inh | Tb PYK inh | AmpC inh no detg
Cc1ccc2c(c1)COc1c3ccc(C(=O)N4CCOCC4)cc3nn1-2 | 15.8µM* | 3.6% | -1.5% | -9.7% | 128.5 | -15.0% | 60.3%[activator]
CCOC(=O)N1CCN(S(=O)(=O)c2ccc3c(c2)NC(=O)CO3)CC1 | . | . | . | -8.0% | -17.5 | 2.4% | .
Cc1ccc2cc(CCNC(=O)CCCc3ccccc3)c(=O)[nH]c2c1C | -9.2% | 1.5% | -18.7% | -4.1% | -1.8 | -2.3% | -5.4%
NC(=O)[C@@H]1CCCNc2c(F)cc([N+](=O)[O-])cc2C(=O)N[C@@H](CO)C(=O)N[C@@H](Cc2ccc(O)cc2)C(=O)N1 | 1.7% | ? | -25.7% | -0.1% | 1.2 | -0.9% | ?
COc1cc(Cl)c(C)cc1NC(=O)c1ccc(CN2C(=O)CCn3nc(C)cc32)cc1 | . | -2.9% | 10.3% | . | 6.8 | 1.8% | .
CCS(=O)(=O)N1CC(=O)N(c2ccc(Cl)cc2)C(C)(C(=O)NC2CCCCC2)C1 (stereo not given) | . | 12.7% | 3.9% | . | 0.0 | 3.5%[15.4 µM] | .
CCCCc1cc2c(cn1)=C(OC(=O)c1cnc3ccccc3n1)C(C)(OC(=O)CC)C(=O)C=2 (stereo not given) | -2.8%[11.5 µM] | 2.7% | ? | 0.0% | -12.8 | -17.1% | -29.8%
COc1cc2ccccc2cc1C(=O)N1CCN(C)CC1 | 9.5% | 7.8% | 16.7% | 4.5% | 36.1 | -16.4% | 0.2%
CCCOC1OC(=O)c2c1ccc(OC)c2OC (stereo not given) | 4.7% | ? | -0.6% | 22.2% | 20.6 | 26.1% | -14.1%
CC1CCCCN1C(=O)C(Cc1ccccc1)N1C(=O)C2CCCCC2C1=O (stereo not given) | 0.6% | -14.4% | -4.8% | -13.8% | 3.1 | -0.7% | -12.2%
CCC(=O)N(Cc1ccco1)C1CC(=O)N(c2ccccc2)C1=O (stereo not given) | -7.8% | 8.5% | -1.9% | -10.2% | -38.5 | -9.5% | -8.6%
COc1ccc(C(=O)CCC(=O)Nc2ccc(F)cc2F)cc1 | . | -3.6% | -0.1% | . | -7.0 | -5.7% | .
O=C(NCCc1c[nH]c2ccccc12)C(=O)NCC1OCCCN1S(=O)(=O)c1cc(F)ccc1F (stereo not given) | 6.9% | -7.1% | -1.5% | -3.7% | ? | 2.9% | -17.0%
CSc1cc(-c2ccc(Cl)cc2)[nH]c(=O)c1C#N | -0.8% | 3.8% | 7.7% | -0.1% | -19.5 | 4.8% | -12.6%
CCN(CC)S(=O)(=O)c1ccc(N2CCOCC2)c(NC(=O)c2cc3ccccc3o2)c1 | . | . | . | -8.2% | -73.1* | 2.5% | .
CSc1ccc(C2c3[nH]c4ccccc4c3CCN2C(=O)c2ccnn2C)cc1 (stereo not given) | -2.4% | -2.8% | 0.0% | ? | -11.1 | -7.1% | 46.0%
Cc1ccc(NC(=O)Cn2cnc3c(oc4ccccc43)c2=O)cc1 | . | -2.0% | -13.2% | . | 3.2 | 0.0% | .
CCCC1C(=O)Nc2ccccc2N1C(=O)c1ccc(C(C)(C)C)cc1 (stereo not given) | -0.3% | 0.4% | 20.7% | 9.1% | 12.0 | -1.8% | 1.3%
O=C(CN1C(=O)CSC1=O)Nc1ccc(F)c(F)c1F | 6.8% | ? | -1.6% | -13.0% | -17.9 | -5.5% | -11.4%
CCC[C@@H]1C[C@@]1(CCC)[C@@H](NP(=O)(c1ccccc1)c1ccccc1)c1ccc(C(=O)OC)cc1 | -1.9% | -12.0% | 5.5% | 0.7% | ? | 3.7% | 15.9%
Cc1ccccc1Cn1nnc(-c2ccc3c(c2)OCO3)n1 | -0.9% | 5.8% | 2.2% | 68.8%[activator] | 69.1 | -8.5% | -16.7%
O=C1N(CN2CCOCC2)c2ccccc2C1(O)c1c[nH]c2ccccc12 (stereo not given) | -6.3% | -14.0% | -3.2% | -13.1% | 25.6 | -14.3% | -15.3%
Cc1ccc2c(c1)C(O)(c1c(C)[nH]c3ccccc13)C(=O)N2 (stereo not given) | -0.1% | -1.4% | 10.0% | -1.3% | 92.8 | 2.0% | -56.6%
O=C1N/C(=C/c2ccsc2)C(=O)N1c1ccccc1 | 1.7% | -7.3% | . | -1.3% | 6.0 | 1.3% | -19.8%
Nc1ccn(C2CCCO2)c(=O)n1 (stereo not given) | . | . | . | 3.3% | 6.1 | 3.0% | .
COC(=O)c1ccccc1N=Cc1c(O)[nH]c(=O)[nH]c1=O | 0.5% | 6.8% | 2.6% | 0.2% | -13.0 | 1.7% | -1.7%
COc1cccc(N2CC(NC(=O)c3cc(Cl)ccc3OC)CC2=O)c1 (stereo not given) | . | 2.0% | 8.7% | . | 15.5 | -2.9% | .
CC(=O)c1cccc(NC(=S)NC(=O)Cc2ccccc2)c1 | 11.4% | 4.7% | ? | 3.8% | -2.4 | 4.5% | -16.5%
CC1CCCC(C)N1CCCNC(=O)C(=O)Nc1ccc2nc3n(c(=O)c2c1)CCCCC3 (stereo not given) | -13.8% | 2.4% | -21.6% | 2.0% | -23.8 | -7.8% | -24.3%
Cc1nn2c(N3CCN(C)CC3)c3c(nc2c1-c1ccccc1)CCCC3 | 1.8% | -4.4% | -11.7% | 2.1% | -17.1 | -10.9% | -4.8%
O=C(Nc1ccc(F)cc1)c1cccc(N2C(=O)c3ccccc3C2=O)c1 | -0.7% | -8.0% | -1.4% | 11.5% | 5.8 | -1.3% | -18.6%
CN(CCC#N)C(=O)COC(=O)C1c2ccccc2Oc2ccccc21 | 4.6% | 6.9% | 3.9% | 0.5% | -33.8 | -8.9% | 54.5%
CCOc1ccc(N2C(=O)c3cccnc3C2Nc2ccc(Cl)cc2)cc1 (stereo not given) | 1.5% | -10.3% | 0.9% | -2.4% | 12.9 | 2.9% | 29.8%
CCOC(=O)Cc1ccc(NC(=O)Nc2cc3c(cc2N2CCCCC2)n(C)c(=O)n3C)cc1 | . | -4.2% | -2.9% | . | 10.5 | -2.3% | .
CN(Cc1ccccc1)C(=O)COC(=O)C1CCN(S(=O)(=O)c2ccc3c(c2)OCCO3)CC1 | . | -4.0% | -1.3% | 15.0% | -16.6 | 0.6% | 56.3%
COc1cc(OC)cc(-c2nnc(SCc3cccc(C(=O)O)c3)o2)c1 | -6.3% | 5.0% | -17.5% | -1.6% | -11.6 | -11.1% | -25.3%

Quoted from the listing.
Value for CC(=O)c1cccc(NC(=S)NC(=O)Cc2ccccc2)c1 under AMA1-RON2 inh: 3.8%
Value for Cc1nn2c(N3CCN(C)CC3)c3c(nc2c1-c1ccccc1)CCCC3 under LmPK inhibitor: 1.8%
Value for CN(Cc1ccccc1)C(=O)COC(=O)C1CCN(S(=O)(=O)c2ccc3c(c2)OCCO3)CC1 under HCMV inh: -16.6

Next part:
SMILES | LmPK inhibitor | AmpC detergent | Sm TGR block | AMA1-RON2 inh | HCMV inh | Tb PYK inh | AmpC inh no detg
CCN(c1cccc(C)c1)S(=O)(=O)c1ccc2c(c1)oc(=O)n2C | -1.3% | 3.0% | 6.6% | 1.9% | -18.2 | -3.4% | 0.5%
O=c1c(C(c2ccc(Cl)cc2)c2c(O)nc3n(c2=O)CCS3)c(O)nc2n1CCS2 | 9.7% | -0.7% | -0.6% | -3.1% | -6.9 | -7.5% | -22.2%
COCCCNC(=O)Cn1cnc2sc(C)c(S(=O)(=O)N3CCN(c4ncccn4)CC3)c2c1=O | 0.1% | 2.8% | 6.9% | 4.1% | -21.0 | -3.8% | 10.3%
Cc1ccccc1NC(=S)N(Cc1cccs1)C1CCCCC1 | 0.1% | 5.7% | 1.7% | -17.3% | 7.8 | -3.5% | -37.0%
CCC(C)NC(=O)Cn1nc(C(F)(F)F)c2c1CCCC2 (stereo not given) | -5.1% | 2.8% | -14.6% | 1.9% | 9.5 | 1.4% | -13.1%
COc1cc(-c2cc(NC=O)c3ncc(-c4cccc(C(=O)N(C)C)c4)n3c2)cc(OC)c1OC | . | . | . | 27.2% | 30.5 | -16.9% | .
CCn1cc(C(=O)N2CCN(c3ccc([N+](=O)[O-])cc3)CC2)c(=O)c2ccc(C)nc21 | 15.6%[11.5 µM] | 14.0% | -7.7% | 0.9% | 3.6 | 1.7% | 92.2%[activator]
CCS(=O)(=O)Nc1cccc(C(=O)CC2(O)C(=O)Nc3ccccc32)c1 (stereo not given) | -1.6% | -7.2% | 0.0% | -11.3% | -8.1 | -4.0% | -9.0%
CC(C)Oc1ccc(C(CC(=O)O)NC(=O)c2cccs2)cc1 (stereo not given) | -8.7% | -11.6% | 5.1% | -13.0% | 64.1 | 2.6% | -11.8%
CCOc1ccc2nc(N3CCCC(C(=O)N4CCN(CC)CC4)C3)sc2c1 (stereo not given) | 0.5% | 5.4% | -0.5% | ? | 161.3 | 22.2% | 135.4%[activator]
Cc1ccc(-n2ncc3c(NNC(=O)Cc4ccccc4)ncnc32)cc1 | -2.9% | -12.4% | -1.2% | 42.3%[activator] | 7.8 | -4.7% | -18.3%
O=C1CC(c2cccs2)c2cc3c(cc2N1)OCO3 (stereo not given) | -2.4% | ? | -0.5% | -7.0% | -15.4 | -1.1% | -48.6%
Cc1cccc(C)c1NC(=O)CCS(=O)(=O)c1cccc2nsnc12 | 0.0% | 0.7% | -10.6% | 12.7% | 42.1 | -16.8% | -17.1%
NC(=O)Cc1ccc(Nc2nnc(-c3ccc(O)cc3)c3ccccc23)cc1 | 2.6% | -9.2% | -17.4% | 5.7% | ? | -0.4% | -35.7%

Among those listed so far, these contain a nitro group on carbon:
SMILES | LmPK inhibitor | AmpC detergent | Sm TGR block | AMA1-RON2 inh | HCMV inh | Tb PYK inh | AmpC inh no detg
NC(=O)[C@@H]1CCCNc2c(F)cc([N+](=O)[O-])cc2C(=O)N[C@@H](CO)C(=O)N[C@@H](Cc2ccc(O)cc2)C(=O)N1 | 1.7% | ? | -25.7% | -0.1% | 1.2 | -0.9% | ?
CCn1cc(C(=O)N2CCN(c3ccc([N+](=O)[O-])cc3)CC2)c(=O)c2ccc(C)nc21 | 15.6%[11.5 µM] | 14.0% | -7.7% | 0.9% | 3.6 | 1.7% | 92.2%[activator]

Screening results: PubChem BioAssay, National Center for Advancing Translational Sciences (NCATS)
